Screening results as filed in PubChem BioAssay.
H9c2 TAG inh = triacylglycerol accumulation inhibition. H9c2 cells, Nile Red lipid (TAG) fluorescence; cells loaded with 200 µM oleic acid. inhibition, % at 12.5 µM. hit rate 0.66% among 230,000. AID 651582;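 active means pattern-corrected inhibition of lipid staining of at least 50% with the nuclear-stain viability signal not falling by more than 50%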;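 further: 0% = DMSO wells and 100% = triacsin C control wells; some results filed as inactive read as strong as hits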
H9c2 TAG inh DAPI viability = further read-out of H9c2 TAG inh, marked with its call; DAPI nuclei signal change (viability), lower = more cytotoxic, %;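 whole-well DAPI fluorescence read on a plate reader as a viability signal; minus 50 percent equals half of cells still viable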
* = called active by the depositor. A portion of the library; rates above refer to the full screens.

SMILES	H9c2 TAG inh	H9c2 TAG inh DAPI viability
N#Cc1ccccc1OCC(=O)NCCNC(=O)COc1ccccc1C#N	-14	8
CC1=CC(C)C(C(=O)O)C(C(=O)N2CCN(C)CC2)C1 (configuration not stated)	7	-10
CSc1nsc(SCC(=O)NC2CCCCC2)n1	-7	5
COC(=O)C1=C(C)N=C2SC(C)C(=O)N2C1/C=C/c1ccccc1 (configuration not stated)	3	-6
CC1CCCCN1S(=O)(=O)c1ccc(C(=O)N(CCCN(C)C)c2nc3cc4c(cc3s2)OCO4)cc1 (configuration not stated)	-5	15
CC(C)Oc1cc(S(=O)(=O)N2CCCCC2)ccc1N	5	-11
O=C(NCCCn1ccnc1)C(=O)NCC(c1cccnc1)N1CCN(c2ccc(F)cc2)CC1 (configuration not stated)	-7	3
CCOC(=O)C(=NC1CCS(=O)(=O)C1)NNc1cc(Cl)ccc1Cl (configuration not stated)	-1	-3
O=c1ccn(-c2ccccc2)[nH]1	14	-9
CCOc1ccc2oc(=O)cc(CN3CCN(C(=O)c4ccco4)CC3)c2c1	3	-3
Cc1cc2ccccn2c1C(=O)Nc1cccc(Cl)c1	9	139
CN(Cc1nccn1C)C(=O)CCc1nnc(CCC2CCCCC2)o1	-1	6
CC(C)OC(=O)N(C)C[C@@H]1OCc2cnnn2CCCC(=O)N([C@@H](C)CO)C[C@H]1C	12	-1
C/C(=N\NC(=O)Cc1ccccc1Cl)c1cccnc1	13	-4
CN1CCCC1(C)C(=O)NCc1ccc(F)cc1Cl (configuration not stated)	1	1
NC(=O)CCCC1=NS(=O)(=O)c2ccccc2N1	10	-22
COc1ccc(N2CCN(C(CNC(=O)c3ccc4c(c3)OCO4)c3cccnc3)CC2)cc1 (configuration not stated)	1	7
N/C(CS(=O)(=O)c1ccccn1)=N\OC(=O)c1ccc(Cl)cc1	0	-1
Cn1c(=O)oc2cc(S(=O)(=O)Nc3ccccc3O)ccc21	3	0
CCn1c(=O)c(C(=O)NCCNCCO)c(O)c2ccccc21	13	-16
Cc1ccc(N2C(=O)CN=C2Nc2nc(C)cc(C)n2)cc1	0	-4
CC(=O)OCC(=O)[C@H]1CC[C@H]2[C@@H]3CC=C4C[C@@H](O)CC[C@]4(C)[C@H]3CC[C@]12C	8	-16
O=C1CCC(C(=O)Nc2ccc([N+](=O)[O-])cc2)N1 (configuration not stated)	-15	3
COC(=O)[C@H](CC(C)C)NC(=O)Nc1ccc(S(N)(=O)=O)cc1	10	-1
Cc1nc2ccccc2cc1O	-4	1
Carrying on:
SMILES	H9c2 TAG inh	H9c2 TAG inh DAPI viability
COc1ccc(N2CCN(C(=O)COc3ccc4ccccc4c3)CC2)cc1	-1	2
COc1cc(/C=C/C(=O)O)ccc1OCc1ccc([N+](=O)[O-])cc1	7	-12
Cc1nn(CC(=O)Nc2cccnc2)c(C)c1[N+](=O)[O-]	0	-1
Cc1cc(C(=O)NCCN2C(=O)S/C(=C\c3cccs3)C2=O)ccc1[N+](=O)[O-]	-10	3
CNc1ccc(-c2cccc(C(C)=O)c2)cn1	2	3
CCOC(=O)C1=CN(C)CCC1=O	-3	8
O=C(Nc1cccc(O)c1)c1ccc(C(F)(F)F)cc1	5	-16
CC12CCC3c4ccccc4CCC3(CO1)C2 (configuration not stated)	-4	0
COc1cccc(C(=O)NC2CCCc3ccccc32)c1 (configuration not stated)	-3	2
NC(=O)c1ccsc1NC(=O)COC(=O)c1cc(Cl)ccc1O	10	-10
S=C(Nc1ccccc1)N1CCOCC1	-9	-4
COc1ccc2c(C)cc(SCC(=O)Nc3cc(C(N)=O)cc(C(N)=O)c3)nc2c1	-3	2
CCn1c(NCc2cccs2)nc2ccccc21	9	-8
CCOc1cc(C(=O)NCCc2ccc(S(N)(=O)=O)cc2)cc(OCC)c1OCC	-8	4
O=C(c1ccc(F)cc1)C1CCN(C(=O)c2ccc(F)cc2)CC1	-15	9
O=C(NC(=S)NCc1ccc(-c2nc3ccccc3s2)cc1)c1ccco1	-13	8
O=C1Nc2ccccc2OC1CC(=O)N1CCOCC1 (configuration not stated)	0	8
CCOC(=O)c1c(C)n(-c2ccc(C)cc2)c2ccc(O)c(CN(C)C)c12	38	22
COC(=O)c1sc(N2C(=O)C(O)=C(C(=O)c3ccc(C)o3)C2c2ccco2)nc1C (configuration not stated)	-1	3
CCOC(=O)c1cc2c(ccn2C)n1CC(=O)N1CCCC(C)C1 (configuration not stated)	15	-1
CCN1CCN(S(=O)(=O)c2ccc(Cl)c(C(=O)N(C)Cc3cccc(OC)c3)c2)CC1	3	-1
CCOC(=O)C1CCCN(C2CC(=O)N(c3ccc(N4C(=O)CC(N5CCCC(C(=O)OCC)C5)C4=O)cc3)C2=O)C1 (configuration not stated)	-6	-5
CCc1ccc(NC(=O)CCNS(=O)(=O)c2cccc3nonc23)cc1	3	-18
c1ccc(NC2=Nc3ccccc3CS2)cc1	10	-2
Cc1c(O)c(=O)c2ccccc2n1C	-1	1

Some of these compounds in order of heavy-atom count, highest first:
SMILES	H9c2 TAG inh	H9c2 TAG inh DAPI viability
CCOC(=O)C1CCCN(C2CC(=O)N(c3ccc(N4C(=O)CC(N5CCCC(C(=O)OCC)C5)C4=O)cc3)C2=O)C1 (configuration not stated)	-6	-5
CCN1CCN(S(=O)(=O)c2ccc(Cl)c(C(=O)N(C)Cc3cccc(OC)c3)c2)CC1	3	-1
COC(=O)c1sc(N2C(=O)C(O)=C(C(=O)c3ccc(C)o3)C2c2ccco2)nc1C (configuration not stated)	-1	3
Cc1cc(C(=O)NCCN2C(=O)S/C(=C\c3cccs3)C2=O)ccc1[N+](=O)[O-]	-10	3
O=C(NC(=S)NCc1ccc(-c2nc3ccccc3s2)cc1)c1ccco1	-13	8
CCc1ccc(NC(=O)CCNS(=O)(=O)c2cccc3nonc23)cc1	3	-18
CCOC(=O)c1cc2c(ccn2C)n1CC(=O)N1CCCC(C)C1 (configuration not stated)	15	-1
NC(=O)c1ccsc1NC(=O)COC(=O)c1cc(Cl)ccc1O	10	-10
COc1cccc(C(=O)NC2CCCc3ccccc32)c1 (configuration not stated)	-3	2
O=C(Nc1cccc(O)c1)c1ccc(C(F)(F)F)cc1	5	-16
CCn1c(NCc2cccs2)nc2ccccc21	9	-8
CNc1ccc(-c2cccc(C(C)=O)c2)cn1	2	3
S=C(Nc1ccccc1)N1CCOCC1	-9	-4
Cc1c(O)c(=O)c2ccccc2n1C	-1	1
CCOC(=O)C1=CN(C)CCC1=O	-3	8

Following part:
SMILES	H9c2 TAG inh	H9c2 TAG inh DAPI viability
Cc1c(C(C)(C)O)[nH]c2cc(C(F)(F)F)ccc12	-32	5
COc1ccc2nc(C)cc(N/N=C/c3cccc(OC)c3O)c2c1	31	-2
O=C(CC1CCOCC1)Nc1ccc(Cl)c(Cl)c1	4	-6
CCOc1ccccc1NC(=O)CN(c1ccc(Cl)cc1)S(C)(=O)=O	-7	-3
Cc1cc(C)c(NC(=O)C2CCCO2)c(C)c1 (configuration not stated)	4	-5
O=C(CSc1nnc(NC(=O)C2CC(=O)N(c3ccccc3)C2)s1)NCC1CCCO1 (configuration not stated)	11	-6
CCCCN(CC)C(=O)c1cccc(Cl)c1	-10	2
Clc1cccc(C2Nc3cccc4cccc(c34)N2)c1Cl	20	-7
O=C(COC(=O)c1ccc2ncsc2c1)NCc1ccccc1Cl	11	1
CCCCNC(=S)N(CCCO)Cc1cc2cc3c(cc2[nH]c1=O)OCCO3	-3	6
Cc1csc(=O)n1CCC(=O)OCC(=O)Nc1ccc(C(N)=O)cc1	13	-10
COc1ccc(C(=O)NCCS(=O)(=O)NCc2ccc(C)cc2)cc1	-12	-5
CN(C)CCCN(C(=O)c1ccc(S(=O)(=O)N2CCc3ccccc3C2)cc1)c1nc2c(F)cc(F)cc2s1	5	10
CCOC(=O)CNC(=O)c1cc(-c2ccc3c(c2)OCCO3)oc1C	-2	-2
Cc1noc(C)c1COC(=O)c1cc2c3ccccc3n(C)c2s1	-20	1
CS(=O)(=O)Nc1ccc(C(=O)Nc2ccc3c(c2)OCO3)cc1	5	-5
CCOC(=O)C1CCN(C(=O)CN2C(=O)NC(C)(c3ccc4cc(OC)ccc4c3)C2=O)CC1 (configuration not stated)	-1	4
COc1ccc(C(=O)c2cc3cccc(OC)c3o2)cc1	-7	-4
O=C(/C=C/Nc1ccccc1Br)c1ccccn1	9	4
O=C(COC(=O)c1ccc2[nH]c3c(c2c1)CCCC3)NC1CCS(=O)(=O)C1 (configuration not stated)	-13	14
O=C(NNC(=O)c1ccccc1F)c1ccc2nc[nH]c2c1	13	9
CCOC(=O)Cn1c(=O)c2c(nc3n2CCCCN3c2ccc(OCC)cc2)n(C)c1=O	-65	-4
CCOC(=O)N1CCN(C(=O)CSc2ccc(-c3ccccc3OC)nn2)CC1	1	-10
CCn1c(SCc2nc(-c3ccccc3)no2)nc2ccccc21	-24	-8
O=C(c1cn(-c2ccccc2)nc1-c1cccnc1)N1CCCCC1	-5	9

Profiles, quoted from the list:
O=C(NCCCn1ccnc1)C(=O)NCC(c1cccnc1)N1CCN(c2ccc(F)cc2)CC1 (configuration not stated) is listed with H9c2 TAG inh: -7; H9c2 TAG inh DAPI viability: 3
c1ccc(NC2=Nc3ccccc3CS2)cc1 is listed with H9c2 TAG inh: 10; H9c2 TAG inh DAPI viability: -2

New compounds follow.
SMILES	H9c2 TAG inh	H9c2 TAG inh DAPI viability
COc1cc(C(=O)NCc2cc3ccccc3n2C)cc(OC)c1OC	11	4
C#CCOCCOCCOCCNc1nc(N2CCN(C(=O)[C@H](CCC(=O)O)n3cc([C@@H](N)[C@H](C)CC)nn3)CC2)nc(N2CCN(C(=O)[C@H](CCC(=O)O)n3cc([C@@H](N)CC(N)=O)nn3)CC2)n1	8	0
Cc1cccc(N2CCN(S(=O)(=O)c3cnc[nH]3)CC2)c1C	10	-3
CCN(CC)CCOC(=O)c1ccc(NC(=O)c2ccc(Cl)c(S(=O)(=O)N3CCCCCC3)c2)cc1	-2	14
Cn1c(=O)c2sccc2n(Cc2ccccc2)c1=O	-1	4
CCOC(=O)N1CCN(C(=O)C2CCC(=O)N(CCc3ccccc3)C2)CC1 (configuration not stated)	-23	3
Cc1ccc(/C=C(\NC(=O)c2ccccc2)C(=O)N2CCCCC2)cc1	-3	-3
CC(=O)COc1ccc2cc(-c3ccccc3)c(=O)oc2c1	9	94
O=C(Cn1cc2c(n1)CCCCC2)N1CCc2ccccc21	8	0
COC(=O)C1=C(C)N=C2SC(C)C(=O)N2C1/C=C/c1ccccc1OC (configuration not stated)	27	8
COc1ccc(C(=O)COC(=O)Cn2c(C)csc2=O)c(OC)c1	8	0
Cc1ccc(-n2c3nc(=O)[nH]c(=O)c-3cc3cc([N+](=O)[O-])ccc32)cc1C	9	-13
Cc1ccc([C@H]2C[C@H](n3cc(C4CC4)nn3)[C@@H](O)CN2C(=O)c2cccs2)cc1	5	-6
CCOC(=O)C1(C)CCN1C(=O)c1cccc(Cl)c1 (configuration not stated)	-6	-6
O=S1(=O)CCOC[C@H](CC2CCCCC2)N1Cc1cccc(C(F)(F)F)c1	-18	-12
Cc1ccc(S(=O)(=O)N2C3C=CC(C3)C2C(=O)O)cc1 (configuration not stated)	4	-2
Cc1cnc(NC2=NCCC2)s1	14	-2
O=C(NC(Cc1c[nH]c2ccccc12)C(=O)O)c1ccc(F)cc1 (configuration not stated)	1	-4
CCn1c(C(C)C)n[nH]c1=S	8	3
CC(C)C1C(=O)N(Cc2cn(CC3CCCCC3)nn2)CCS(=O)(=O)N1Cc1ccc(-c2ccc(F)cc2)cc1 (configuration not stated)	42	-18
COc1ccc(CC(=O)N2CCc3ccccc32)cc1	-38	7
Cc1ccc(C(=O)Oc2oc(-c3ccco3)nc2C=Nc2ccc(Cl)cc2)cc1	16	-6
COc1ccc(C2C3=C(CCCC3=O)NC3=C2C(=O)c2ccccc23)cc1 (configuration not stated)	-14	-7
CCOc1ncccc1C(=O)N1CCN(S(=O)(=O)c2cccs2)CC1	14	-8
CCCS(=O)(=O)c1nc(S(=O)(=O)c2ccc(C)cc2)c(N2CCCCC2)s1	-3	12
Further results
SMILES	H9c2 TAG inh	H9c2 TAG inh DAPI viability
C=CCn1c(C)c(C(C)=O)c(N2CCN(c3ccccc3)CC2)nc1=S	-11	19
CCCCc1nc2ccccc2c(NC(=O)CNC(C)(C)C)c1CCC	36	7
Cc1cccc(-c2nnc(SCC(=O)NCc3ccc4c(c3)OCO4)n2C)c1	-4	-1
CC(C)C[C@H](NC(=O)c1nc[nH]c1C(=O)NCC(=O)OCc1ccccc1)C(=O)OC(C)(C)C	9	-12
Fc1ccc(-c2csc(-c3ccccn3)n2)cc1F	-18	15
CCOc1ccccc1NC(=O)C1Cc2ccccc2CN1S(C)(=O)=O (configuration not stated)	-8	1
O=C(Oc1cccc(NC2=NS(=O)(=O)c3ccccc32)c1)c1cccnc1	-3	3
O=c1[nH]c2ccc(F)cc2[nH]c1=O	6	1
CN1C(C(=O)NCc2ccco2)CC2Cn3c(nc4cc5ccccc5cc43)C21 (configuration not stated)	11	-4
NS(=O)(=O)c1ccc(CNC(=O)c2cnccn2)cc1	14	-8
CC(=O)c1ccc(N2CCN(C(=O)CN(C)S(=O)(=O)c3cnc[nH]3)CC2)cc1	9	0
Cc1ccc(C)c(NC(=O)CCn2nc(C)cc2C)c1	-7	5
CC(Oc1ccccc1)C(=O)Nc1cc(Cl)ccc1-n1cncn1 (configuration not stated)	-9	-6
CNC(=O)c1ccc(-c2sc3nc(N4CCOCC4)c4c(c3c2N)CC(C)(C)OC4)o1	52*	65*
CC(COc1ccccc1)N1CCC(CO)(CCc2ccccc2)CC1 (configuration not stated)	2	12
Cc1ccc(C(=O)NCC(=O)NC2CCCC2)cc1	0	0
CN(CC(=O)NCCCN1CCOCC1)S(=O)(=O)c1ccc(Cl)cc1	-18	11
CCN(CC)CCNc1cccc2sc3ccccc3c(=O)c12	25	-34
CC1(C(=O)NS(=O)(=O)c2cccs2)CCN1C(=O)Cc1ccc(-c2ccccc2)cc1 (configuration not stated)	-11	7
Cc1ccc(S(=O)(=O)N(C)C[C@@H]2Oc3ccc(NS(=O)(=O)c4ccccc4)cc3CC(=O)N([C@@H](C)CO)C[C@H]2C)cc1	0	6
CCOC(=O)N1CCC(NC(=O)c2cc3c(C)nc4ccccc4c3o2)CC1	-7	8
